KOR beta-arrestin-1 – kappa opioid receptor blockers – cell-based, luminescence, uHTS (AID 1778); KOR beta-arrestin recruitment, luminescence, antagonist mode; higher % means a stronger effect; 0.091% of 290,000 active; inhibition, % at 10 µM, or IC50 in µM where a hit was titrated; note: strong numbers were not always called active
TNAP activators – stimulation of alkaline phosphatase TNAP activity – biochemical, luminescent, no phosphate acceptor, uHTS, primary screen (AID 1001); purified TNAP, luminescent activation assay, no phosphate acceptor; higher activation fold means a stronger effect; 0.03% of 200,000 active; activation fold at 20 µM, or EC50 in µM where a hit was titrated; in the data active = activation fold from about 3, or a potency from the dose series; inactive = the rest, 99 in 100 with activation fold below about 1.6; note: many of its hits are not listed in these tables
NTR1 ag – agonists of NTR1, primary screen, imaging, U2OS cells, beta-arrestin-GFP, high content (AID 493036). P30989. NTR1-U2OS beta-arrestin-GFP spot imaging, agonist mode. activation, % at 20 µM. 0.17% of 330,000 active;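 active = activation at or above 40% of the spot to cytoplasm intensity ratio, with at least 20 cells analyzed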;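 note: 0% = DMSO without peptide and 100% = 100 nM NTR1 peptide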
Target sequence (P30989 whole entry, looked up): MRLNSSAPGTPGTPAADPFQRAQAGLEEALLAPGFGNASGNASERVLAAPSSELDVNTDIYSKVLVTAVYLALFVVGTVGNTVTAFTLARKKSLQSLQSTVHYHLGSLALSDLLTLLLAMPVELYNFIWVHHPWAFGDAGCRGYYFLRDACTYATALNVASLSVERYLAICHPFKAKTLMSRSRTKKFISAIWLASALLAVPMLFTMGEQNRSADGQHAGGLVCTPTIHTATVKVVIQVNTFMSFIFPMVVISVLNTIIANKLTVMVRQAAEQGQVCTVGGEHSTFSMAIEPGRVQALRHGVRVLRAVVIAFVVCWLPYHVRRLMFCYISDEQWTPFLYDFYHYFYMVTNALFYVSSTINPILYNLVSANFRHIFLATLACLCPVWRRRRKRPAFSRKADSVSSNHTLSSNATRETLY
NOD1 NF-kB reporter – inhibition of NOD1-driven NF-kB reporter – cell-based, luminescence, uHTS, primary screen (AID 1578) | NOD1-driven NF-kB luciferase reporter cells, luminescence; higher % means a stronger effect | inhibition, % at 4 µM; hits with a dose series show EC50 in µM | 1% of 290,000 active; in the data active = inhibition mostly above about 36%, no sharp cut-off; inactive = mostly below about 34%;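 note: HEK-293T reporter cells stimulated with the NOD1 agonist gamma-tri-DAP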
NOD2 inhibition – NOD2 signaling inhibitors, cell-based, luminescence, uHTS, HEK293 (AID 1566); HEK293 NOD2/NF-kB luciferase reporter, luminescence; higher % means a stronger effect; inhibition, % at 4 µM, or EC50 in µM where a hit was titrated; 0.63% of 290,000 active; note: many of its hits are not listed in these tables
ER stress rescue – rescue of cells from ER stress-induced death, primary screen, 384-well, CSM14.1, thapsigargin, ATP luminescence (AID 1222); 190,000 tested, under 10 active; one-dose cellular ATP content (survival), % at 20 µM; EC50 in µM for titrated hits; CSM14.1 thapsigargin-induced death rescue, ATP luminescence; higher % means a stronger effect;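 active = EC50 below 50 µM in the dose-response confirmation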;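 note: death triggered by thapsigargin at about 15 µM added after 2 h compound pretreatment; cell ATP read after overnight thapsigargin exposure of roughly 18 to 22 hours; normalized against plate controls of thapsigargin alone and 5% DMSO vehicle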
GPR55 beta-arrestin – selective activators of receptor GPR55 – imaging, U2OS cells, beta-arrestin-GFP redistribution, primary screen (AID 1961); U2OS GPR55 beta-arrestin-GFP redistribution imaging; higher % means a stronger effect; one-dose activation, % at 10 µM; EC50 in µM for titrated hits; 0.048% of 290,000 active;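 active = activation above 40% with more than 50 cells counted in the well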;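 note: U2OS osteosarcoma cells stably expressing GPR55 and beta-arrestin-GFP; plate controls were DMSO negative control for no effect and LPI positive control for full effect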
Yfh1-off respiration – mitochondrial function rescue without frataxin homolog – Friedreich's ataxia, plus single-dose screen, dose response (AID 1465); S. cerevisiae Yfh1-off respiration, WST-1 reduction, 72 h; higher fold induction means a stronger effect; fold induction at 50 µM, or EC50 in µM where a hit was titrated; 0.074% of 220,000 active;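 active = fold induction of absorbance versus untreated yeast above a set limit, then at least 30% activation at any dose in follow-up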;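 note: activators that raise dye reduction in frataxin-depleted yeast; strong numbers were not always called active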
KOR beta-arrestin-2 – kappa opioid receptor activators – cell-based, luminescence, uHTS, primary screen (AID 1777) | activation, % at 10 µM, or EC50 in µM where a hit was titrated | KOR beta-arrestin recruitment, luminescence; higher % means a stronger effect | 0.02% of 280,000 active; in the data active = activation above about 50%, passing the limit was not always enough; note: a part of the inactive calls stands beside numbers as strong as those of hits
NTR1 ag cell count 20 µM – second read-out of NTR1 ag, no call of its own (marks repeat the call); cell count; measured here: cell count, cytotoxicity flag
Starred values were filed as active, the others as inactive; i = inactive; x = not tested or not shown; [ ] = another dose, or the depositor's remark. Cut-off read from the data, not from the text of the source, unless noted: active = inhibition above about 50%; inactive = the rest.

SMILES	KOR beta-arrestin-1	TNAP activators	NTR1 ag	NTR1 ag cell count 20 µM	NOD1 NF-kB reporter	NOD2 inhibition	ER stress rescue	GPR55 beta-arrestin	Yfh1-off respiration	KOR beta-arrestin-2
CSc1ccccc1C(=O)N1CCCCC1	-8%	1.1	0.9	41	3%	-8%	0.4%	-0.2%	i	-4.0%
CCOC(=O)c1cc2c(C)[nH]c(C)c2cc(C(=O)OCC)c1=O	1%[20 µM]	1	2.4	49	-28%	12%	1.9%	-0.1%	i	x
Cc1cc(NCCCn2ccnc2)n2nc(C)c(-c3ccccc3)c2n1	-2%	1	0.5	85	-42%	-28%	-4.6%	-0.1%	i	4.1%
Nc1ccccc1Sc1ccccc1[N+](=O)[O-]	32%	1.1	0.9	56	13%	22%	-0.9%	-0.3%	i	-0.8%
CCC1=C(OC(=O)N(CC)CC)N2C(=O)OC(=NCc3ccccc3)[C@]2(C)[C@H]2C1=CC[C@H]1C(=O)NC(=O)[C@H]12	-15%	x	-3.3	93	3%	27%	x	-0.1%	i	-0.4%
CC(=O)N=c1sccn1CC(O)c1ccccc1 (configuration not stated)	35%	x	-0.2	59	2%	-35%	x	0.0%	x	-2.0%
Cc1cc(Nc2ccccc2)nn1C(=O)c1ccc(Br)cc1	-20%	1	11	40	8%	10%	-1.2%	0.0%	i	-1.7%
Cc1[nH]c(=O)c(S(=O)(=O)c2ccccc2)c(C)c1Cl	-6%	x	0.0	80	0%	20%	x	0.0%	x	0.4%
Cc1ccc(/C=N/NC(=O)c2ccoc2C)s1	-4%	1.1	3.0	53	-9%	22%	-2.8%	0.1%	i	1.9%
CC(C)NC(=O)NNC(=O)c1nn(-c2ccc(F)cc2)ccc1=O	6%	x	0.6	70	-5%	-2%	x	-0.1%	i	-2.2%
CC(=O)Nc1ccc(-c2sc(Nc3cccc4ccccc34)n[n+]2-c2ccccc2)cc1	-24%[20 µM]	x	-0.2	80	-21%	1%	x	0.9%	x	1.7%
Cc1nnc(N2C(=O)C(=O)/C(=C(/O)c3ccc4c(c3)CC(C)O4)C2c2ccccc2F)s1 (configuration not stated)	-7%	x	0.7	53	-15%	3%	x	-0.1%	x	-4.0%
C/C(N)=C(/C#N)C(=O)CSc1nnc(Nc2cccc(C)c2C)s1	4%	1	2.8	84	-26%	-36%	-1.2%	-0.2%	i	6.5%
COc1ccccc1C(=O)Nc1ccnn1C1CCN(Cc2ccccc2OCCO)CC1	3%	x	0.3	84	-11%	12%	x	-0.1%	x	-1.3%
Cc1ccccc1NC(=S)Nc1cccc2cnccc12	-41%	0.9	-0.8	60	-38%	21%	3.3%	-0.4%	i	1.1%
COc1ccc(C(=O)N=c2sc3c(C)ccc(OC)c3n2C)cc1OC	-5%	x	14	63	8%	-65%	x	-0.1%	i	1.7%
CCC(C)NC(=O)c1ccc2c(Cl)c3c(nc2c1)CCC3 (configuration not stated)	5%	x	2.0	57	-14%	-79%	x	-0.3%	i	3.8%
COc1ccccc1-c1nnc(N(C)C(=O)C2CCCO2)s1 (configuration not stated)	-25%	1	1.3	87	-14%	-2%	-1.7%	0.3%	i	-4.0%
C=CCNC(=O)c1ccccc1NC(=O)c1ccccc1N(C)S(C)(=O)=O	-13%[20 µM]	1.1	2.0	41	10%	-14%	-0.1%	-0.1%	i	-3.8%
O=C(CCCN1C(=O)CCC1=O)Nc1ccc2c(c1)OCO2	16%	1.1	-0.3	59	-12%	14%	0.9%	-0.1%	i	0.9%
COc1cc(OC)cc(C(=O)Nc2ccccc2S(=O)(=O)N2CCCC2OC(C)=O)c1 (configuration not stated)	-13%	x	1.9	89	-7%	6%	x	0.2%	x	-4.0%
CCOc1cccc2c1OC1(C)CC2NC(=O)N1c1ccc(OC)cc1 (configuration not stated)	12%	1	-0.9	50	2%	8%	0.9%	-0.2%	i	-1.7%
COC(=O)c1cc(S(=O)(=O)NCCCc2ccco2)c[nH]1	-9%	x	-0.7	64	-23%	23%	x	-0.1%	x	1.7%
CCN(CC)CCOc1ccc(Br)cc1	2%	1	2.8	60	-14%	8%	-0.2%	-0.2%	i	3.8%
CC(C)Cn1c(-c2cc([N+](=O)[O-])ccc2Cl)nc2c1c(=O)[nH]c(=O)n2Cc1ccccc1	0%	1.2	3.0	67	37%	12%	0.5%	2.5%	i	1.6%
CCOC(=O)C1CCCN(Cc2nc3ccc([N+](=O)[O-])cc3c(=O)n2-c2ccc(OC)cc2OC)C1 (configuration not stated)	0%	1.1	2.6	60	-29%	10%	0.1%	0.0%	i	-2.1%
Cn1ccnc1SCC(=O)c1c[nH]c2ccccc12	9%	1.1	-0.6	43	-59%	-43%	-0.2%	-0.3%	i	-3.3%
Cc1[nH]n(-c2ccccc2)c(=O)c1C=Nc1ccc(S(N)(=O)=O)cc1	10%	x	5.7	44	-8%	21%	x	-0.3%	i	2.7%
Cn1nnc2cc(C(=O)NCc3ccc4c(c3)OCO4)ccc21	24%	1.1	-0.4	70	-18%	-37%	2.0%	-0.1%	i	0.0%
CC(=O)c1ccc(NC(=S)N2CCN(CCN3C(=O)c4cccc5cccc(c45)C3=O)CC2)cc1	-23%	0.9	0.2	68	9%	14%	-0.1%	0.1%	i	-6.0%
Brc1cc2c(cc1/C=N/Nc1nc(N3CCCC3)nc(N3CCOCC3)n1)OCO2	-37%	1.1	0.3	86	9%	1%	2.4%	0.3%	i	3.3%
CCN(CCC(=O)O)c1ccccc1	5%	1.1	0.3	45	-2%	4%	1.4%	-0.1%	i	0.9%
CCC(C)NC(=S)N(Cc1cc2cc(C)ccc2n2nnnc12)CC(C)(C)NC(C)C (configuration not stated)	17%	x	0.8	61	-11%	6%	x	0.7%	x	-1.7%
O=C1C(=O)N(CCOCCO)C(c2ccccn2)/C1=C(\O)c1ccccc1 (configuration not stated)	-2%	1	0.3	69	3%	-8%	-1.8%	-0.1%	i	4.0%
Cc1ccc(-c2nnc(Cc3ccc(Cl)cc3)o2)cc1	41%	1.1	-1.7	96	-15%	-27%	-0.1%	-0.1%	i	-1.7%
CCOc1cc(C2C(C#N)=C(N)SC(N)=C2C#N)ccc1OCCN1CCOCC1	18%	1.1	1.0	48	-6%	23%	-0.9%	0.2%	i	0.9%
CC(=O)COC(=O)C1CC(=O)N(c2ccc(C)c(C)c2)C1 (configuration not stated)	2%	1.1	0.7	89	-11%	10%	0.6%	-0.1%	i	-6.8%
O=C(Cc1c(F)cccc1Cl)OCN1C(=O)c2ccccc2C1=O	-8%	x	0.2	51	-7%	-4%	x	-0.2%	x	1.7%
CCc1nc2ccccc2n1CC(=O)Nc1cc(C)on1	x	1	1.1	46	-24%	6%	-0.7%	0.0%	i	x
NC(=O)/C(=N\OC(=O)c1ccco1)c1nc(-c2ccc(Br)cc2)cs1	17%	1.3	7.6	65	-20%	-20%	-2.2%	-0.1%	i	19%

4 entries from above, as a markdown table:
| SMILES | KOR beta-arrestin-1 | TNAP activators | NTR1 ag | NTR1 ag cell count 20 µM | NOD1 NF-kB reporter | NOD2 inhibition | ER stress rescue | GPR55 beta-arrestin | Yfh1-off respiration | KOR beta-arrestin-2 |
| --- | --- | --- | --- | --- | --- | --- | --- | --- | --- | --- |
| Cc1ccc(-c2nnc(Cc3ccc(Cl)cc3)o2)cc1 | 41% | 1.1 | -1.7 | 96 | -15% | -27% | -0.1% | -0.1% | i | -1.7% |
| CCc1nc2ccccc2n1CC(=O)Nc1cc(C)on1 | x | 1 | 1.1 | 46 | -24% | 6% | -0.7% | 0.0% | i | x |
| CCN(CCC(=O)O)c1ccccc1 | 5% | 1.1 | 0.3 | 45 | -2% | 4% | 1.4% | -0.1% | i | 0.9% |
| CCC(C)NC(=S)N(Cc1cc2cc(C)ccc2n2nnnc12)CC(C)(C)NC(C)C (configuration not stated) | 17% | x | 0.8 | 61 | -11% | 6% | x | 0.7% | x | -1.7% |

(cont.)
SMILES	KOR beta-arrestin-1	TNAP activators	NTR1 ag	NTR1 ag cell count 20 µM	NOD1 NF-kB reporter	NOD2 inhibition	ER stress rescue	GPR55 beta-arrestin	Yfh1-off respiration	KOR beta-arrestin-2
Cc1ccc(NC(=O)CSc2nnc(Cn3c(=O)sc4ccccc43)n2C)cc1Cl	18%	1.1	1.0	56	6%	16%	-0.7%	-0.5%	x	3.0%
COc1ccc(NC(=O)CSc2nnc(-c3ccco3)c(-c3ccco3)n2)cc1OC	-23%	x	0.3	48	-1%	14%	x	-0.2%	x	3.6%
Cc1c(N=CN2CCOCC2)c(=O)n(C)c(=O)n1C	-5%	1.1	-0.7	63	-10%	13%	-2.2%	0.1%	i	-0.5%
COc1ccc(NS(=O)(=O)c2ccc3oc(=O)ccc3c2)cc1	-30%[20 µM]	x	1.0	61	-2%	16%	x	0.2%	x	2.7%
COc1ccc(C2NC(=O)C(C#N)=C(S)N2c2cccc(C)c2)cc1OC (configuration not stated)	14%	1.1	0.8	37	-19%	-3%	3.6%	0.8%	i	-5.0%
COc1ccc(NC(=O)CC(C)CC(=O)NCc2ccccc2)c(OC)c1 (configuration not stated)	-3%	x	-0.9	75	-20%	0%	x	-0.2%	x	-6.1%
COc1ccc(C(=O)O)cc1NC(=S)NC(=O)C(c1ccccc1)c1ccccc1	16%	x	-1.1	67	-28%	5%	x	0.2%	x	0.5%
CC(C(=O)NC1CCS(=O)(=O)C1)N1C(=O)/C(=C/c2ccc(Cl)cc2)SC1=S (configuration not stated)	2%	x	2.9	55	-15%	-10%	x	-0.2%	x	-0.8%
CC(=C/C(=O)O)/C(=C/c1ccccc1)C(=O)O	25%	1	-0.9	45	-22%	6%	-2.6%	-0.1%	i	-5.4%
O=c1[nH]c(N/N=C/c2cc3c(cc2[N+](=O)[O-])OCO3)nc2ccccc12	-19%	x	-0.5	56	-11%	-11%	x	0.2%	i	-0.3%
CCOC(=O)CSc1nc(C(C)C)nc2ccccc12	10%	1.1	0.7	79	16%	12%	-0.9%	-0.2%	i	-2.5%
CC1(C)CC(=O)c2c(nc(SCC(=O)Nc3nsc(-c4ccccc4)n3)c(C#N)c2-c2ccccc2)C1	-10%	1.1	2.6	36	12%	-21%	-1.5%	0.7%	i	-1.2%
COc1ccc(CCNC(=O)c2cc3c(F)cccc3s2)cc1OC	-21%	x	0.4	44	-6%	16%	x	-0.1%	x	1.8%
Cc1cc(Cl)c(S(=O)(=O)NCc2cccnc2)cc1OCC(=O)NC1CCCCC1	-1%	1.5	-0.8	87	8%	17%	-0.1%	-0.1%	i	-3.9%
CCCN1CCN(CCCNC(=O)CCn2nc(-c3ccccc3)ccc2=O)CC1	6%	1.1	0.5	55	-9%	2%	1.8%	-0.3%	i	-0.1%
Cc1ccc(CNS(=O)(=O)c2ccc3c(c2)CCN3C(=O)C2CCC2)cc1	-5%	x	-1.3	54	12%	31%	x	-0.1%	x	4.4%
COC(=O)c1ccccc1NC(=O)CN(C1CCCCC1)S(C)(=O)=O	16%	1.1	1.6	81	-10%	14%	-2.0%	0.0%	i	-1.5%
CC(=O)c1ccccc1N(C(=O)c1ccco1)C(C(=O)NC1CCCC1)c1ccc(C)cc1 (configuration not stated)	-30%	x	2.1	47	-11%	-13%	x	-0.2%	x	-2.0%

Screens as filed in PubChem.

Not all compounds are listed, so the mix of outcomes need not match the whole.
